Assay outcomes as filed in PubChem.
zfTRPN1 agonist: zebrafish TRPN1 channel agonists, primary screen, cell-based, HEK293, calcium fluorescence; HEK293 zebrafish TRPN1-YFP, Fluo-8 calcium fluorescence; 100% = response to 87 µM carbachol; transient receptor potential cation channel N1 (TRPN1/NompC), Danio rerio; activation, % at 3 µM; actives 0.18% (n = 220,000);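 active means activation above its plate's cutoff, the mean activation of test wells on that plate plus 3 SD, cut at about 19% in these data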;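 further: 0% = DMSO alone and 100% = 87 µM carbachol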
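Material: zebrafish TRPN1-YFP in HEK293 cells. Doses: one dose of 3 µM, 0.3% DMSO. Incubation: dye 1 h 37 °C plus 30 min RT. Measured by: intracellular calcium fluorescence with Fluo-8.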
PPC-1+TRAIL kill: compounds killing PPC-1 cancer cells with TRAIL present, primary screen, TRAIL potentiator project, ATPLite luminescence, uHTS | PPC-1 cells + TRAIL, ATPLite viability luminescence | cell killing (% activity), % at 4 µM | actives 0.41% (n = 220,000) | AID 1443, 2008;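 active means cell killing above 50% in the first pass at 4 µM, then a duplicate retest at 5 µM averaging 50% or more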;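 further: plate controls were cells with TRAIL plus DMSO for no effect and medium-only wells lacking cells for full effect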
TNF death inh: inhibitors of TNF-alpha triggered necroptosis, primary screen, cell-based, Jurkat FADD-/-, single concentration. actives 0.068% (n = 220,000). AID 463075, 2010. Jurkat FADD-/- TNF necroptosis rescue, ATP luminescence, 24 h; 0 = TNF only, 100 = no-TNF cells. activation (protection from cell death), % at 10 µM;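 active means activation, meaning protection from cell death, of at least 50% relative to plate controls; inactive means activation below 50%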;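 further: necroptosis triggered by 40 ng/mL TNF-alpha added together with compound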
EBV gp42 inh: Epstein-Barr virus gp42 inhibitors, primary screen, biochemical, uHTS, fluorescence polarization; Fluorescence polarization binding assay, mP read-out; inhibition, % (tested at 21.74 µM); actives 0.42% (n = 220,000); AID 1085, 2008; in the data active means inhibition above about 50%
Target sequence (Q1HVG2 whole entry, looked up): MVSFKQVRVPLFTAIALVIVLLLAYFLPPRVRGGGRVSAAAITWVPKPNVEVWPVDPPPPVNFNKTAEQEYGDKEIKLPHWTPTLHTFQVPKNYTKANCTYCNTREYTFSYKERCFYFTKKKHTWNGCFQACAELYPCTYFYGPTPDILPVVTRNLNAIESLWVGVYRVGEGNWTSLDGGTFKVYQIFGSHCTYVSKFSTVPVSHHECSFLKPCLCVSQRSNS
Mdm2 ligase inh: MDM2-luciferase reporter signal enhancers, primary screen, MDM2 E3 ligase inhibitor project, cell-based, luminescence, 1536-well; E3 ubiquitin-protein ligase Mdm2 (Homo sapiens), Q00987; cell-based MDM2 ubiquitination luciferase reporter, 2 h; 0 = plate control, 100 = twice control, blank-subtracted; signal enhancement, % at 5 µM; actives 0.11% (n = 210,000);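 active means signal enhancement of 30% or more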;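 further: luminescence tracks abundance of the self-degrading MDM2-luciferase fusion protein; higher signal means inhibition of MDM2 E3 ligase activity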
Target sequence (Q00987 whole entry, looked up, the tested form may be a part): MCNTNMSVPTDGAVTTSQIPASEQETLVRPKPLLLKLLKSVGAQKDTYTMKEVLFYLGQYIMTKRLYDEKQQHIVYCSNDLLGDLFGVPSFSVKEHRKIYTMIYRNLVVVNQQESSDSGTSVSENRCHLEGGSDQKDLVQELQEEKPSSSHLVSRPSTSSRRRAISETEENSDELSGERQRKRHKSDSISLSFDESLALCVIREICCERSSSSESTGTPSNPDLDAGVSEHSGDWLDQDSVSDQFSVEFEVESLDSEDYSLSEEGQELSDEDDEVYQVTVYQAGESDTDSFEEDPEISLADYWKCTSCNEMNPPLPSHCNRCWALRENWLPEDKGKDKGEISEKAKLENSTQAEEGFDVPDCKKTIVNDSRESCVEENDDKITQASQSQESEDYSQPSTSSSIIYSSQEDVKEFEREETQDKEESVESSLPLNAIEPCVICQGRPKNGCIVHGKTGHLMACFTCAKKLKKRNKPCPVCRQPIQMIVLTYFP
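Material: stable MDM2–luciferase fusion reporter cells / Quantity: 2000 cells/well / Dosing: single 5 µM compound dose, 0.2% final DMSO / Buffer or medium: DMEM / Schedule: 4 h cell settling then 2 h compound exposure, 37 °C / Detection: luminescence with SteadyLite reagent, 15 min at room temperature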
CHOP inhibitor: inhibitors of CHOP promoter induction, primary screen, cell-based, unfolded protein response, luciferase reporter. actives 3.8% (n = 220,000). inhibition, % at 10 µM. CHO-K1 CHOP-promoter luciferase, tunicamycin-induced, 15-18 h. AID 2732, 2010;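 active means compounds that reduced the stress-induced luciferase reporter signal by more than about 70% of percent inhibition, limit read from the data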;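 further: 0% = tunicamycin plus vehicle and 100% = wells without tunicamycin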
NCF1 inh: p47phox/p22phox peptide binding inhibitors, primary screen, biochemical, uHTS, NADPH oxidase regulatory subunit. fluorescence polarization, 2 h. AID 1274, 2008. actives 0.53% (n = 220,000). Neutrophil cytosol factor 1 (Homo sapiens), P14598. inhibition, % at 24.7 µM;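 active means inhibition above about 30%, limit read from the data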;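 further: 0% = p47phox with labelled peptide and 100% = labelled peptide alone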
Target sequence (P14598 whole entry, looked up): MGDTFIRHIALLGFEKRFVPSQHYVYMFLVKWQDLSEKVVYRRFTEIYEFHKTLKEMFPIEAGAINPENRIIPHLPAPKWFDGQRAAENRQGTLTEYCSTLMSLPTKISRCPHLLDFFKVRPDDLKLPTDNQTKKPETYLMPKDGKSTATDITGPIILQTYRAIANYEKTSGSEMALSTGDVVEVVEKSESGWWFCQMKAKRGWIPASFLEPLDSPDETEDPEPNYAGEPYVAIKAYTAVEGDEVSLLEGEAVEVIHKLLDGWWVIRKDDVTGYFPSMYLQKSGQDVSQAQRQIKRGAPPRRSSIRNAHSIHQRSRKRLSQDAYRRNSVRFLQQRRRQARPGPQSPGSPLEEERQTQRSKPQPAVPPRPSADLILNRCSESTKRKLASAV
TRPML3 ag: human TRPML3 channel agonists, primary screen, cell-based, HEK293 TRPML3-YFP, Fluo-8 calcium fluorescence, 3 µM; 100% = the carbachol control signal; activation, % at 3 µM; actives 0.29% (n = 220,000);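 active means activation above its plate's cutoff, the mean activation of the plate's test wells plus 3 SD, cut at about 12% in these data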;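 further: 0% = DMSO only wells and 100% = carbachol wells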
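Test system – HEK293 line with stable expression of human TRPML3-YFP channel · Control set – carbachol 87 µM final as high control (100%), DMSO as low control (0%) · Signal – Fluo-8 calcium dye fluorescence, ex 470-495, em 515-575 nm · Incubation – 1-h 37 °C dye load, 5-s basal, 120-s post-compound reads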
Runt-SMMHC FRET: inhibitors of RUNX1 Runt–CBFb-SMMHC binding, primary screen, biochemical, FRET, Cerulean-Runt, Venus-CBFb-SMMHC, uHTS. actives 0.74% (n = 220,000). Cerulean-Runt/Venus-CBFb-SMMHC FRET ratio 530/480, 1 h. Runt-related transcription factor 1 (Homo sapiens) + Core-binding factor subunit beta …. inhibition, % at 20 µM;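 active means mean inhibition across duplicate retests at 20 µM reaching about 50%, limit read from the data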;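 further: 0% = DMSO wells and 100% = wells with excess untagged CBFb-SMMHC; inhibitors lower the FRET ratio by blocking Runt binding to CBFb-SMMHC; some results filed as inactive read as strong as hits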
Active calls of the source: *; nt = no result given.

SMILES | zfTRPN1 agonist | PPC-1+TRAIL kill | TNF death inh | EBV gp42 inh | Mdm2 ligase inh | CHOP inhibitor | NCF1 inh | TRPML3 ag | Runt-SMMHC FRET
CCCCNC(=O)c1ccccc1C(=O)NCCCC | -1.0 | 27 | 0.8 | -15 | -14 | 14 | -1 | 0.3 | 0
Cc1cc(C)nc(CC(N)=O)n1 | 0.5 | 4 | 0.2 | -20 | 9 | 58 | -2 | 0.2 | 0
COc1ccc(/C=N/NC(=O)CCSc2nc3ccccc3s2)cc1OC | 0.4 | 15 | 1.7 | -2 | -14 | 5 | -4 | 0.2 | -2
CC(=O)NS(=O)(=O)c1ccc(NC(=O)c2cc(-c3ccc(C)cc3)nc3ccccc23)cc1 | 0.8 | 1 | 0.5 | 7 | -16 | -3 | -7 | -0.1 | 2
O=C(Nc1nc2ccccc2[nH]1)c1ccccc1[N+](=O)[O-] | -1.0 | 16 | 1.0 | -21 | -15 | -10 | -4 | 0.1 | -1
Cc1ccc(S(=O)(=O)N2CCOCC2)cc1NC(=O)CN1CCC(Cc2ccccc2)CC1 | -0.5 | 23 | 0.1 | 1 | nt | -2 | -2 | 0.3 | -4
CCCCNC(NCCCC)=C(S(=O)(=O)CC)S(=O)(=O)CC | 0.7 | 12 | 0.7 | 2 | -8 | 30 | -5 | -0.3 | -4
CCc1nnc(NC(=O)CSc2nnc(-c3ccccc3O)n2-c2ccc(C)cc2)s1 | -0.4 | 13 | -5.7 | -22 | 10 | 10 | -2 | -0.2 | -48
OCc1nc2ccccc2n1Cc1c(F)cccc1Cl | 2.0 | -3 | -0.2 | -18 | -12 | 0 | -2 | 0.1 | -1
Cc1ccc(O)c(NC(=O)COc2cc(C)ccc2C)c1 | -0.4 | 22 | -11 | -16 | -17 | 5 | -2 | 0.8 | 6
COC(=O)CC1C(=O)NCCN1C(=S)Nc1ccccc1Cl (centres undefined) | 0.4 | -1 | -0.3 | -16 | -9 | -8 | -2 | 0.5 | -3
O=C(c1cc2ccccc2o1)c1cccs1 | -1.7 | 24 | -0.3 | -2 | -13 | 47 | -20 | 0.2 | 0

A section from further up, for reference:
SMILES | zfTRPN1 agonist | PPC-1+TRAIL kill | TNF death inh | EBV gp42 inh | Mdm2 ligase inh | CHOP inhibitor | NCF1 inh | TRPML3 ag | Runt-SMMHC FRET
OCc1nc2ccccc2n1Cc1c(F)cccc1Cl | 2.0 | -3 | -0.2 | -18 | -12 | 0 | -2 | 0.1 | -1
Cc1ccc(O)c(NC(=O)COc2cc(C)ccc2C)c1 | -0.4 | 22 | -11 | -16 | -17 | 5 | -2 | 0.8 | 6

Next section
SMILES | zfTRPN1 agonist | PPC-1+TRAIL kill | TNF death inh | EBV gp42 inh | Mdm2 ligase inh | CHOP inhibitor | NCF1 inh | TRPML3 ag | Runt-SMMHC FRET
CCO/C([O-])=N/c1sn[n+](C)c1C | 1.3 | 10 | 2.0 | -2 | -8 | 4 | 6 | 0.8 | -2
N#Cc1ccc(CSCC(=O)O)cc1 | 1.7 | 11 | 1.3 | -25 | -12 | 16 | 5 | 1.1 | -1
O=C(Nc1ccc(C2=NCCN2)cc1)c1ccc(Cl)c(C(=O)Nc2ccc(C3=NCCN3)cc2)c1 | -0.1 | -3 | 0.4 | -1 | -7 | 7 | -33 | -0.3 | -2
COc1ccc(C(=O)/C=C/c2ccc3c(c2)OCCO3)cc1 | 0.1 | 7 | 0.8 | -13 | 1 | -1 | -18 | 0.4 | -8
O=C(NCc1ccccc1)c1ccc2nccnc2c1 | -1.0 | -6 | 0.2 | -15 | -14 | -11 | -7 | 0.5 | 2
COc1cccc(-c2nn(-c3ccccc3)cc2CO)c1 | -1.2 | -26 | 1.4 | -20 | -4 | 40 | -20 | 0.7 | 0
C/C(N)=C(/C#N)C(=O)CSc1n[nH]c(-c2ccccc2Br)n1 | -0.2 | 14 | 0.2 | 3 | 3 | -25 | 0 | 0.3 | -6
O=C1CN(c2ccc(Cl)cc2)C2(CCCCC2)S1 | -2.6 | 20 | 2.9 | -4 | -1 | 16 | -3 | -0.3 | 2
Cc1ccc(C2C3=C(CC(C)(C)CC3=O)OC3=C2C(=O)CC(C)(C)C3)cc1 | 0.8 | 4 | -1.4 | 5 | -8 | 4 | 1 | -0.1 | -3
C=CCNC(=O)c1cc2sccc2n1C | -0.6 | 4 | 2.0 | -20 | nt | -2 | 1 | -0.3 | -3
CC(C)Cc1nc(Cl)c(C#N)c2c1CCC2 | -2.3 | -1 | 1.7 | -4 | -10 | 18 | -3 | -0.8 | -2
CCNC(=S)NNC(=O)CC(C)C | 1.5 | 9 | 1.2 | 4 | 4 | -7 | 5 | 0.5 | -8
Cc1ccc2[nH]c3c(=O)n(N)c(C)nc3c2c1 | 0.0 | 29 | -2.6 | -10 | -5 | -6 | -15 | 0.7 | -2
Cc1cc(NC(=O)CCC(=O)N(c2ccccc2)C(C(=O)NC2CCCC2)c2cccs2)no1 (centres undefined) | -2.0 | 15 | -1.9 | -13 | -18 | 58 | -14 | -1.0 | 1
Cc1ccc(NC(=O)c2ccc(F)cc2F)cc1NS(C)(=O)=O | 0.3 | 4 | 1.2 | -5 | -7 | -16 | -4 | 0.7 | 2
CCN(CC)CCNC(=O)c1ccc(Sc2ccc(Cl)cc2)c(NC(C)=O)c1 | 1.3 | 12 | 5.2 | -9 | nt | 24 | nt | 0.4 | -1
CCOC(=O)C1(Cc2ccc(OC)cc2)CCN(C(=O)CCN2CCCC2=O)CC1 | 1.1 | 0 | -0.5 | -20 | 6 | 7 | 11 | 0.7 | -7
CC(=O)c1cccc(NC(=O)NNC(=O)c2ccc(Cl)cc2Cl)c1 | 1.9 | -6 | 1.9 | -12 | 5 | 28 | nt | 1.4 | 0
COc1ccc2[nH]c3nc(SCC(=O)NNC(=O)c4ccc(OC)c(OC)c4)nnc3c2c1 | 0.7 | 32 | -1.6 | -17 | -6 | -9 | -29 | 0.4 | 4
N/C(=N\OC(=O)Cc1ccccc1)c1ccccn1 | 0.2 | -12 | -0.6 | -13 | -4 | -18 | -3 | 0.7 | 3
O=C(c1ccccc1)c1c[nH]c2cc3c(cc2c1=O)OCCO3 | -0.3 | -6 | -1.8 | -7 | 1 | -27 | -12 | 0.2 | -2
COc1ccccc1NS(=O)(=O)c1cc(N2Cc3ccccc3C2=N)ccc1N1CCOCC1 | 0.4 | -10 | -1.9 | -6 | -12 | 20 | 0 | 0.9 | 2
CCOC(=O)c1c(-c2ccccc2)nnn1-c1nc(OC)nc(N2CCOCC2)n1 | -0.3 | -8 | -1.0 | -15 | nt | 1 | -6 | -0.7 | 2
Cc1cc(=O)oc2cc(OCC(=O)OCC(=O)NCCc3ccccc3)ccc12 | -0.2 | -3 | 2.0 | -2 | -5 | 0 | -8 | 0.7 | 0
O=C(COC(=O)C1CCN(S(=O)(=O)c2cccs2)CC1)c1ccc2c(c1)OCCO2 | 1.7 | -10 | -0.2 | -26 | -8 | 27 | -21 | 0.7 | 0
CSc1nn(-c2ccc(C(=O)OC(C(=O)NC(N)=O)C(C)C)cc2)c(=S)s1 (centres undefined) | 0.9 | 26 | -0.1 | 2 | 1 | 37 | -4 | 0.7 | -9
Clc1ccc2oc(-c3cccnc3)nc2c1 | 0.8 | 18 | -1.2 | -9 | -14 | 17 | -12 | -0.1 | 0
c1cnc(N2CCSCC2)nc1 | 1.9 | 15 | -0.1 | 1 | -8 | 14 | -14 | -0.2 | 2
COc1ccccc1C1CC(=O)NC(C)=C1C(=O)OCC1CCCO1 (centres undefined) | 0.4 | 21 | -0.6 | -5 | -26 | 42 | -9 | 0.2 | 1
CCCC(=O)C1=C(O)C(C(=O)OC)C(C)(C)CC1=NCCc1ccc(OC)c(OC)c1 (centres undefined) | 0.3 | 13 | 0.6 | -18 | 5 | 10 | -2 | 0.0 | 1
CC(Nc1oc(-c2ccco2)nc1C#N)c1ccccc1 (centres undefined) | -2.0 | 5 | 1.4 | -3 | -2 | -3 | -10 | -0.6 | 2
Cc1cc(NC(=O)/C(C#N)=C/c2ccco2)n(-c2ccccc2)n1 | -0.4 | 7 | 2.0 | -4 | -12 | 14 | -13 | -0.2 | 2
CS(=O)(=O)N(CC(=O)N1CCN(c2ccccc2)CC1)c1cc(C(F)(F)F)ccc1Cl | 0.4 | 16 | 0.9 | -10 | -13 | 18 | -8 | 0.8 | -1
Cc1ccc(-c2cc(C(=O)N(C)Cc3cnn(C)c3C)c3cc(Br)ccc3n2)cc1 | 3.4 | 15 | -8.8 | 5 | -13 | 8 | -12 | -0.5 | -9
COc1ccccc1C(=O)O/N=C1/CCCc2c1ccc(OC)c2[N+](=O)[O-] | -0.8 | 9 | -1.9 | 7 | -18 | 33 | -3 | -0.6 | 0
COc1ccccc1C(=O)NCCn1cc(SCC(=O)NCc2ccco2)c2ccccc21 | -0.1 | -4 | -1.3 | -12 | -9 | 5 | -10 | 0.2 | 2

3 compounds out of the list above, sorted by their value in CHOP inhibitor, rising:
Molecule | CHOP inhibitor
COc1ccccc1C(=O)NCCn1cc(SCC(=O)NCc2ccco2)c2ccccc21 | 5
CSc1nn(-c2ccc(C(=O)OC(C(=O)NC(N)=O)C(C)C)cc2)c(=S)s1 (centres undefined) | 37
COc1ccccc1C1CC(=O)NC(C)=C1C(=O)OCC1CCCO1 (centres undefined) | 42

Carrying on.
SMILES | zfTRPN1 agonist | PPC-1+TRAIL kill | TNF death inh | EBV gp42 inh | Mdm2 ligase inh | CHOP inhibitor | NCF1 inh | TRPML3 ag | Runt-SMMHC FRET
Cc1ccc(O)c(CNc2nc3ccccc3n2C)c1 | 7.5 | 2 | 0.0 | -11 | 8 | 12 | -15 | 3.4 | -3
COc1cc2c(cc1NC(=O)CSc1nc3ccc(C)cc3[nH]1)oc1ccccc12 | -0.7 | -14 | 3.7 | -15 | 1 | 77* | -18 | 0.4 | 1
CCN(CC)C(=O)Cn1cc(C(=O)C(=O)N2CCc3ccccc32)c2ccccc21 | -0.4 | 2 | 1.2 | -3 | -14 | 12 | -8 | -0.2 | 2
FC(F)(F)c1cc(-c2cccs2)nc2cc(-c3ccccc3)nn12 | 0.8 | 14 | 1.9 | -11 | -6 | 12 | -21 | 0.7 | -3
COC(=O)c1ccc2[nH]c(C)cc(=O)c2c1 | 0.7 | 4 | 0.1 | 1 | -17 | 6 | -5 | 0.8 | 0
CCCCCn1c(CCCNC(=O)CC)nc2ccccc21 | 0.1 | -16 | 0.9 | -10 | -12 | 25 | -7 | 0.3 | 2
